# Peg3 prom inh: Peg3 promoter-driven luciferase inhibitors, primary screen, cell-based, HeLa, luciferase luminescence; HeLa PEG-Prom luciferase reporter, overnight; inhibition, % at 20 µM; hit rate 1.7% among 360,000; AID 588405, 2011;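 active = inhibition of at least 50% at 20 µM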
# PDI inh: inhibitors of human PDI, primary screen, biochemical, turbidity, single point, plate reader | Protein disulfide-isomerase (Homo sapiens), P07237 | PDI insulin aggregation turbidity, A650, 90 min | inhibition, % at 10 µM | hit rate 0.052% among 350,000 | AID 588391, 2011;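 active = mean inhibition across replicates of 30% or more, whatever share of single replicates reach that level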;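 also: absorbance from insulin aggregation driven by PDI reduction with DTT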
# Target sequence (P07237 whole entry, looked up): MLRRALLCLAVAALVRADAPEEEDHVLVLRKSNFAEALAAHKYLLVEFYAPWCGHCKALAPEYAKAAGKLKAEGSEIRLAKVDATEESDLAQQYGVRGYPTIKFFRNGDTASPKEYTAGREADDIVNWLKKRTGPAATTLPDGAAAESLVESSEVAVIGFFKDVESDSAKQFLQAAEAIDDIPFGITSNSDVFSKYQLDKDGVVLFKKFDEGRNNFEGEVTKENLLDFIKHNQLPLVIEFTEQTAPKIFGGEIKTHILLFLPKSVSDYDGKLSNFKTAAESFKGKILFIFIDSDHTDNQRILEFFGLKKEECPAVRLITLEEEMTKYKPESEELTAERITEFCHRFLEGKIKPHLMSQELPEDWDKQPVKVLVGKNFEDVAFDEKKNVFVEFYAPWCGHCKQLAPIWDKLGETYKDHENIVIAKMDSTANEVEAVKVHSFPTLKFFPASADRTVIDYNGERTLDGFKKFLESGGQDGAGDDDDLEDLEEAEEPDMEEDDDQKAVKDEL
# CF NFkB inh: inhibitors of PAF-induced NF-kB signaling, primary screen, cell-based, GFP fluorescence, uHTS | KKLEB NF-kB-GFP reporter, GFP fluorescence overnight | inhibition, % at 5 µM | hit rate 0.86% among 360,000 | AID 588850, 2011;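 active = at least 50% inhibition at 5 µM, scaled per plate between neutral and stimulator controls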;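 also: PAF is a Pseudomonas aeruginosa culture filtrate used as stimulus; plate controls were PAF-stimulated DMSO wells for no effect and unstimulated DMSO wells for full effect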
# CaV13 ICDI inh: Primary screen for inhibitors of IQ motif and Ca2+-dependent inactivation inhibitor domain binding in CACNA1D, Förster resonance energy transfer in living cells, …. HEK cells, CFP/YFP FRET ICDI-IQ, plate reader, 10 min; percent FRET-ratio fall versus neutral wells. inhibition, % at 12.3 µM. hit rate 0.098% among 340,000. AID 743397;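 active = mean replicate inhibition of at least 30% and at least 1% of replicates passing that level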;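 also: 0% = median of the neutral control wells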
# Vif inh: HIV Vif self-association inhibitors, primary screen, imaging, HEK293T, single point | HEK293T cells, Vif self-association by quenched fluorescence, 24 h | inhibition, % at 7.49 µM | hit rate 0.35% among 340,000 | AID 602346, 2012; in the data active = inhibition above about 50%, passing the limit was not always enough; also: some results filed as inactive read as strong as hits
# NR2E3 ag-1: NR2E3 agonists in two-hybrid cells, primary screen, cell-based, luminescence, CHO-S, Gal4-NCOR/VP16-NR2E3; Photoreceptor-specific nuclear receptor (Homo sapiens), Q9Y5X4; luciferase; inhibition of corepressor binding, % at 3.98 µM; hit rate 0.35% among 360,000; AID 602229, 2012;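 active = inhibition above the mean of all tested compounds plus 3 SD, cut at about 70% in these data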;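 also: 0% = DMSO with NR2E3 transfected cells and 100% = cells lacking NR2E3 construct; higher means lower luciferase signal from less NR2E3 corepressor binding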
# Target sequence (Q9Y5X4 whole entry, looked up, the tested form may be a part): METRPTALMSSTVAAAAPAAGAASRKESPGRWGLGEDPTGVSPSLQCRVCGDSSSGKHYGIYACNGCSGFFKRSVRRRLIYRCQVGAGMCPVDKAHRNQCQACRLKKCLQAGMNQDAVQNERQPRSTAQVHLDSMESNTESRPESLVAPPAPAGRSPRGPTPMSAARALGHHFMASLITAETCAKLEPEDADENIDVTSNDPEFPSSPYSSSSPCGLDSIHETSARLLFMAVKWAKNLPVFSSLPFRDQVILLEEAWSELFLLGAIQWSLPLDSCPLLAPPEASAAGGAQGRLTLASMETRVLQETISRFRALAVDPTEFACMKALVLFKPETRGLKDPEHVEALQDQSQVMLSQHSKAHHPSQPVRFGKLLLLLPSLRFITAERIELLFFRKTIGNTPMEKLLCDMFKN
# Shn3 inh set2: reduction of Shn3 3'UTR firefly luciferase signal, primary screen, Schnurri-3 inhibitor project, cell-based, Clone20 osteoblasts, set 2. Clone20 osteoblast Shn3 3'UTR firefly luciferase, 24 h. inhibition, % at 12.5 µM. hit rate 0.52% among 360,000;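 active = mean inhibition of at least 75% with every replicate also reaching 75%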;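 also: 0% = median of neutral control wells and 100% = pilot-screen positive control compound; some compounds past the cut are filed as inactive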
# NR2E3 ag-2: inhibitors of NR2E3-RetCOR corepressor binding, primary screen, NR2E3 agonist project, biochemical, TR-FRET, GST-NR2E3, biotin-RetCOR. Photoreceptor-specific nuclear receptor (Homo sapiens), Q9Y5X4. AID 2300, 2010. 1536-well. inhibition of corepressor binding, % at 4.78 µM. hit rate 0.12% among 320,000;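 active = percent inhibition above the cutoff of mean plus 3 SD of all tested compounds, set per screening campaign, cut at about 20% in these data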;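 also: 0% = DMSO wells and 100% = biotin wells as full block of FRET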
#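 Material: NR2E3–RetCOR corepressor complex / Amount: 1.35 nM GST-NR2E3 / Medium: Tris pH 7.5 / Compound: single nominal compound dose of 4.8 µM / Incubation: 5 h at 4 °C / Technique: TR-FRET, Eu(K)-anti-GST donor, streptavidin-D2 acceptor, ex 340, em 617/671 nm / Read-out basis: percent loss of FRET ratio relative to control wells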
# HIF-2a inh: HIF-2a reporter inhibitors, primary screen, luminescence, 786-0 RCC cells. AID 624352, 2012. inhibition, % at 18.8 µM. hit rate 0.72% among 360,000. 786-0 RCC cells HIF-2a reporter, luciferase luminescence, overnight;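 active = inhibition of the luminescence signal of 40% or more relative to plate controls, in a single-dose primary screen at 18.75 µM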
# TRPM1 prom inh: inhibitors of MITF-dependent TRPM1 promoter reporter, primary screen, cell-based, SK-MEL-5, single point, luciferase | inhibition, % at 12.5 µM | hit rate 0.83% among 330,000 | SK-MEL-5 TRPM1 promoter luciferase, 24 h | AID 488899, 2010;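 active = mean inhibition across replicates of 60% or more, whatever share of single replicates reaches that level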; also: values of inactives mirror those of a sister screen read the other way
# KKLEB cytotox: cytotoxicity in KKLEB CF airway cells, primary screen, cytotoxicity control for CF NF-kB inhibitor project, cell-based, uHTS, fluorescence assay plates. KKLEB CF airway cells viability, ATPlite luminescence, overnight; hits give low values; cells stimulated with P. aeruginosa culture filtrate. hit rate 0.36% among 360,000. activity change (cytotoxicity), % at 5 µM. AID 602141, 2011;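 active = corrected activity change at or below -50% at 5 µM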
# An asterisk follows results filed as active; . = not tested or not shown.
SMILES,Peg3 prom inh,PDI inh,CF NFkB inh,CaV13 ICDI inh,Vif inh,NR2E3 ag-1,Shn3 inh set2,NR2E3 ag-2,HIF-2a inh,TRPM1 prom inh,KKLEB cytotox
Cc1noc(C)c1CSc1nnc(-c2cccnc2)n1C1CCCCC1C (configuration not stated),13.6,1.5,-2.5,-3.6,5.4,-11.2,-6.5,3.9,15.8,-2.6,-0.1
O=C(CC(C(=O)O)c1ccc(Cl)cc1Cl)c1ccc(Cl)cc1 (configuration not stated),13.4,7.2,-8.3,-10.2,-10.2,5.0,-14.3,-0.5,8.2,-6.2,7.7
Cc1cc(NC(=O)C2CCN(S(=O)(=O)c3cnc[nH]3)CC2)ccc1Br,19.1,4.6,4.7,-5.5,3.1,-24.7,-10.4,0.5,8.8,-0.9,0.0
COc1ccc(OC)c(S(=O)(=O)N2Cc3ccccc3CC2C(=O)O)c1 (configuration not stated),6.0,-3.1,16.0,-3.8,-2.1,-0.6,-2.4,2.5,7.7,-5.9,8.9
NC(=O)Cc1ccc(OCc2nn[nH]n2)cc1,-14.8,-0.2,-3.7,-16.1,-6.3,-6.2,-3.7,.,4.5,.,8.1
CCCCN1CC(COCc2ccccc2)Oc2cccc(Oc3ccccc3)c2S1(=O)=O (configuration not stated),22.0,-5.6,11.6,-5.1,-4.2,6.0,24.8,.,13.0,-0.4,-16.3
O=C(NCCC1=CCCCC1)C1CCN(S(=O)(=O)c2ccccc2C(F)(F)F)CC1,-7.8,1.2,-7.0,.,-5.0,-20.5,13.0,0.5,-1.4,-0.5,-3.1
COc1cc(/C=C/C(=O)OCC(=O)Nc2sc3c(c2C#N)CCC(C)C3)ccc1OCC#N (configuration not stated),-52.1,-0.7,6.6,-2.6,-0.4,-21.5,-9.5,1.1,-18.2,-20.5,-12.4
COc1cc(/C=C2\C(=N)N3N=C(S(C)(=O)=O)SC3=NC2=O)ccc1OC(=O)c1ccco1,4.5,-1.6,2.8,-3.2,14.7,-8.1,-17.9,0.8,11.9,9.2,-2.7
CCc1cc(C(=O)N2CCCC(C(=O)c3ccc(OC)c(F)c3)C2)n(C)n1 (configuration not stated),-6.7,3.2,-6.3,-2.3,-2.4,8.1,30.1,-2.0,9.3,1.6,-6.5
CCOC(=O)N1CCN(CCc2ccccc2)CC1,0.1,-5.4,22.8,-2.6,-3.3,-8.7,12.3,-3.8,1.1,2.4,-6.3
Cc1ccccc1C(=O)N1CCN(C(c2ccccc2)c2ccccc2)CC1,35.8,-7.1,43.4,-20.9,-2.4,-8.0,25.0,-4.0,27.1,7.1,-3.5
Cc1ccc(NC(=O)c2ccco2)c(NC(=O)C2CCCO2)c1 (configuration not stated),12.8,5.5,18.0,1.5,-1.0,-6.3,-9.6,2.2,15.5,2.5,2.8
O=C(CSc1ccccc1)Nc1cccc(S(=O)(=O)N2CCCCC2)c1,1.1,1.6,12.6,-2.6,-10.3,-33.9,7.8,5.8,-15.0,0.2,3.7
CC1=C(C(=O)OC(C)C)C(c2ccccc2Cl)CC(=O)N1 (configuration not stated),17.5,-2.5,3.9,-4.7,-0.9,5.1,-0.8,0.4,11.4,7.1,-7.9
NC(=O)C1CCN(C(=O)C(=O)c2cn(CC(=O)N3CCCCCC3)c3ccccc23)CC1,8.4,4.3,-22.3,-10.2,4.9,0.8,0.1,-2.5,9.7,9.7,3.5
Cc1ccccc1OCCC(=O)OCC(=O)NC(=O)c1ccccc1,-16.1,16.6,-12.0,-1.3,-3.7,-14.9,1.7,2.3,15.7,-6.6,-1.7
CC(C)OC(=O)c1cccnc1SCc1cc(=O)n2ccccc2n1,14.2,-13.1,12.3,-8.2,7.4,-30.1,10.8,2.9,-98.8,5.9,12.8
Cc1cc(C)c(C(=O)COc2cccnc2[N+](=O)[O-])cc1C,30.6,3.4,18.7,.,.,-17.8,5.6,-2.1,-8.1,18.4,-1.6
c1ccc(CN2CCOCCOCCOCCOCCOCCOCC2)cc1,6.8,5.5,-4.0,-4.0,-0.1,-15.8,12.2,0.9,3.6,0.5,6.0
O=C(c1cccc([N+](=O)[O-])c1)N1CCN(C(=O)c2ccco2)CC1,4.0,2.0,-6.6,-5.0,-2.2,2.8,-3.8,0.9,2.2,0.2,-4.4
Cc1cc(Cl)ccc1OCCCC(=O)NCCN1C(=O)S/C(=C\c2cccnc2)C1=O,-110.4,-0.1,-11.0,-2.8,0.0,-11.1,3.6,-0.7,-110.0,-38.9,3.0
CCN1C(=O)C(=O)N(CC(=O)Nc2ccccc2OC(F)F)C1=O,17.4,-3.4,3.0,-4.4,-16.1,7.4,6.5,3.6,7.9,5.5,6.3
COC(=O)c1c(NC(=O)Cc2ccccc2)sc(C)c1C,-4.0,3.9,-3.4,-5.3,2.0,-5.9,2.6,-0.9,-18.9,-1.0,-11.3
CCCCCCP(=O)(O)c1ccccc1,6.9,-5.2,10.8,-4.8,-14.6,10.8,13.4,-0.3,6.4,9.3,-0.3
# (cont.)
SMILES,Peg3 prom inh,PDI inh,CF NFkB inh,CaV13 ICDI inh,Vif inh,NR2E3 ag-1,Shn3 inh set2,NR2E3 ag-2,HIF-2a inh,TRPM1 prom inh,KKLEB cytotox
Cc1nc(SCC(=O)NCCN2C(=O)CSC2=O)nc(C)c1C,7.0,1.3,-5.8,-4.4,1.1,-0.7,-4.3,.,8.4,2.3,2.3
CCN(CC)S(=O)(=O)c1cccc(NC(=O)COC(=O)CCc2nc3ccccc3s2)c1,-11.9,-3.7,-0.7,-7.7,-13.2,-41.8,13.5,-0.9,8.2,-1.7,1.6
COc1ccc(C(=O)c2ccccc2)c(OCC(=O)N(C)C)c1,7.6,-0.8,-0.5,-7.4,-2.0,7.0,0.0,1.2,17.2,5.9,2.4
NS(=O)(=O)c1cc(C(=O)OCC(=O)NC2CCCCCCC2)ccc1Cl,8.2,2.5,-12.0,-5.6,-4.2,-25.3,1.9,.,5.8,5.6,7.2
CC(=O)n1cc([C@@H]2C=C(C(=O)N3CCN(Cc4ccc5c(c4)OCO5)CC3)O[C@H](OCc3ccc(CO)cc3)C2)c2ccccc21,27.4,4.3,-13.6,-4.6,-8.6,-6.8,31.1,4.9,22.5,6.8,-4.8
Cc1ccc(-c2nc3ccccc3n2C)o1,-241.0,11.1,-6.6,-8.5,.,-141.1,-67.7,0.0,-163.2,-32.0,4.1
NC(=O)c1nsnc1-c1ccccc1O,4.6,-2.5,21.5,.,7.9,0.4,-21.1,2.0,-6.1,4.3,-11.4
C=CC(C)(C)c1c(O)c(CC=C(C)C)c(O)c2c(=O)c3ccc(O)c(O)c3oc12,61.0*,.,54.3*,.,-31.1,6.4,88.9*,3.3,10.4,.,-7.2
CNc1cccc(-c2c(OC)cccc2OC)n1,5.2,9.4,7.0,-5.7,2.6,4.8,0.8,.,13.8,.,-1.7
CC1=C(C(=O)N(C(C)C)C(C)C)CC(CC(=O)NC2CCCCC2)C(=O)N1Cc1ccccc1 (configuration not stated),-8.8,-1.0,0.8,-10.5,-2.2,-20.6,-23.9,.,-3.3,.,1.3
COc1ccc(C2/C(=C(/O)c3ccc4c(c3)CC(C)O4)C(=O)C(=O)N2CCCN2CCOCC2)cc1 (configuration not stated),1.2,-4.1,-2.5,-7.0,-2.9,18.1,-4.0,4.8,-2.1,-1.8,-7.6
COc1ccc(C(=O)N2CCCN(C)CC2)cc1S(=O)(=O)N(C)Cc1ccccc1,7.4,3.0,-3.0,-2.0,-4.9,-8.9,3.9,4.1,4.3,1.0,16.8
COc1ccc(CN2C[C@@H](CO)O[C@@H](n3cnc4c(N5CCOCC5)ncnc43)C2)cc1,-5.7,-5.6,-19.1,-3.1,5.9,15.6,1.3,.,4.1,.,10.0
O=C(CS(=O)(=O)Cc1ccccc1)Nc1nc2c(s1)CCCC2,-7.2,-7.1,-13.6,-5.6,-4.8,12.7,-10.7,-0.7,-20.9,3.2,0.6
N#Cc1ccc(OCC(=O)Nc2cccc(S(=O)(=O)NC3=NCCCCC3)c2)cc1,14.3,-15.4,-26.6,-6.7,6.0,-19.2,-4.8,1.2,8.4,0.7,12.8
Cc1ccccc1Cn1c(C)c(C(=O)NCc2ccc(Cl)c(Cl)c2)sc1=O,19.0,-7.0,-22.7,-8.5,2.3,-9.4,-12.9,.,-17.9,.,6.5
Cc1cc(C)c(C)c(S(=O)(=O)N[C@@H](C)C(=O)OCc2cc(=O)n3cc(Br)ccc3n2)c1C,9.6,-7.4,5.5,-2.5,-3.6,-21.1,-7.4,2.6,10.1,-6.3,-0.3
Cc1nnsc1C(=O)NNC(=O)Nc1ccccc1,0.9,0.1,-0.3,-4.4,-3.0,-3.8,1.6,-1.3,4.0,4.0,-1.4
Cc1c(NC(=O)c2cc3ccccc3o2)cccc1-n1cnnn1,-20.1,-48.1,-18.2,-14.4,.,-33.0,2.3,.,-41.2,.,4.9
O=C(C[C@H]1C[C@H](C(=O)N2CCOCC2)[C@@]2(CCC3CCCC3)c3[nH]c4ccc(Cl)cc4c3CCN2C1=O)NCCc1ccccn1,-19.2,-9.5,0.0,-8.0,-15.0,-0.8,3.2,.,-83.1,-17.9,8.0
COc1cccc(CNC(=O)CSCc2cnn(-c3ccccc3)c2-n2cccc2)c1OC,5.9,0.2,8.9,-3.6,-6.4,8.4,-18.7,-4.9,16.4,-5.0,3.3
Cc1cccc(NC(=O)c2ccccc2-c2ccccc2)c1,3.9,4.0,17.8,-6.3,-0.6,27.8,-2.7,4.5,-5.1,-0.4,-6.4
COc1ccc(C(=O)CCC(=O)Nc2ccc(N3CCN(C)CC3)cc2)cc1OC,0.5,1.9,5.5,-5.2,-11.9,-14.0,-0.5,3.1,-1.4,-1.5,-2.6
O=C(NCCCN1CCOCC1)C1CCN(S(=O)(=O)c2cccc(C(F)(F)F)c2)CC1,0.4,-7.4,-16.6,-2.7,2.4,8.1,-1.8,-0.1,16.1,-6.7,4.4
COc1cccc(NC(=O)CN(C)C(=O)c2c(-c3c(F)cccc3Cl)noc2C)c1,3.0,-7.1,18.7,-2.3,2.9,8.8,1.0,5.1,-4.9,-0.9,11.5
